# Source: PubChem BioAssay (Southern Research Specialized Biocontainment Screening Center)
# M. tuberculosis HTS – M. tuberculosis growth inhibition, HTS (AID 449762); one-dose inhibition, % at 25 µM; IC50 in µM for titrated hits; actives 0.59% (n = 330,000); M. tuberculosis H37Rv growth inhibition, 7H9 media; higher % means a stronger effect; in the data active = a potency from the dose series; inconclusive = inhibition above about 70% without an active follow-up result;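 note: bacterial growth assessed after seven days of incubation; strong numbers were not always called active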
# PhoP GFP inhibition – PhoP regulon inhibitors, Salmonella typhi PhoP promoter GFP reporter, confirmatory (AID 1850); inhibition, % at 50 µM; hits with a dose series show IC50 in µM; Salmonella Typhi PhoP-promoter GFP reporter, fluorescence, 4 h; higher % means a stronger effect; actives 0.33% (n = 310,000); in the data active = a potency from the dose series; inconclusive = inhibition mostly from about 25% at the one dose, without a potency; inactive = the rest, 99 in 100 with inhibition below about 19%;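 note: 0% = induced wells with vehicle and 100% = uninduced wells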
# influenza NS1A – H1N1 influenza NS1A inhibitors, functional cell based assay (AID 504329) | NS1A functional cell-based assay, percent inhibition; higher % means a stronger effect | one-dose inhibition, % at 12.5 µM; IC50 in µM for titrated hits | actives 0.3% (n = 340,000); in the data active = a potency from the dose series; inconclusive = inhibition above about 27% without an active follow-up result; note: strong numbers were not always called active
# inhibitors of VEEV – inhibitors of VEEV TC-83 cytopathic effect, confirmation, Vero cells (AID 588727); actives 0.13% (n = 350,000); inhibition, % at 20 µM, or IC50 in µM where a hit was titrated; Vero cells, VEEV TC-83 cytopathic effect inhibition; higher % means a stronger effect; in the data active = a potency from the dose series; inconclusive = inhibition mostly from about 14% at the one dose, without a potency; inactive = the rest, 99 in 100 with inhibition below about 12%; note: strong numbers were not always called active
# tuberculosis growth – growth inhibition of non-replicating M. tuberculosis (AID 488890); Mycobacterium tuberculosis non-replicating, growth inhibition; higher % means a stronger effect; one-dose inhibition, % at 25 µM; IC50 in µM for titrated hits; actives 0.39% (n = 320,000); in the data active = a potency from the dose series; inconclusive = inhibition mostly from about 82% at the one dose, without a potency; inactive = the rest, 99 in 100 with inhibition below about 76%;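 note: plate controls were DMSO cells for no effect and high antibiotic wells for full effect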
# inhibitors of VEEV 10K pilot screen – recorded beside inhibitors of VEEV, whose call it bears; inhibition, %; measured here: 10K pilot screen inhibition
# * = called active by the depositor; i = inactive; u = inconclusive; x = no result given.
SMILES,M. tuberculosis HTS,PhoP GFP inhibition,influenza NS1A,inhibitors of VEEV,tuberculosis growth,others
CCOC(=O)c1ccccc1NC(=O)[C@@H]1CCCN1C(=O)OC(C)(C)C,1%,5%,-6%,i,1%,
CC12CC(c3ccccc3O1)N(C(=O)c1ccco1)C(=S)N2c1ccc(F)cc1 (stereo not given),-2%,-2%,6%,5.6%,44%,
Cc1cc(Cl)cc(Cl)c1OCCCCN(C)C,2%,6%,4%,1.8%,3%,
COc1ccc2c(C(=O)CN3CCC(C)CC3)c[nH]c2c1,-16%,17%,1%,0.4%,2%,
O=C(NCc1ccco1)/C(=C\c1cccs1)NC(=O)c1ccco1,-2%,-1%,-1%,i,-30%,
O=C(CCCC(=O)Nc1ccc(Br)cc1)N/N=C/c1ccccc1,-21%,-8%,-8%,1.7%,-5%,
O=C(NCc1ccc(C(F)(F)F)cc1)C1CC(c2ccc(C(F)(F)F)cc2)=NO1 (stereo not given),-3%,-2%,1%,0.1%,48%,
COc1ccc(C(=O)/C=C/C(=O)N(CC(=O)NC2CCCCC2)Cc2cccs2)c(O)c1,4%,8%,-4%,0.8%,54%,
COc1cccc(NC(=O)CCc2nc(-c3cccs3)no2)c1,-2%,7%,5%,2.8%,44%,
CC1CN(C(=O)c2ccc(NS(=O)(=O)c3cccc(Cl)c3)cc2)CC(C)O1 (stereo not given),x,x,-4%,0.8%,x,
O=C(Nc1ccc(O)c2c(=O)cc(-c3ccccc3Cl)oc12)c1ccccc1Cl,-2%,1%,-1%,0.4%,-3%,
Cc1ccc(SCC(=O)Nc2ccc3c(c2)C(=O)NC3=O)cc1,-10%,5%,x,2.4%,-31%,
CCCCn1c(N)c(N(CCC(C)C)C(=O)c2cccc(-n3cnnn3)c2)c(=O)[nH]c1=O,-11%,3%,-9%,7.3%,-6%,
Cc1ccc(N(CC(=O)Nc2cc(C)cc(C)c2)S(=O)(=O)c2c(C)noc2C)cc1,7%,-9%,5%,0.6%,8%,
O=C(O)c1ccc(NC(=O)c2cn(-c3ccccc3)nc2-c2cccc(Cl)c2)cc1,4%,-6%,-21%,4.0%,-10%,
C=CC[n+]1c(-c2ccc(OC)c(OC)c2)csc1NNC(=O)Nc1ccccc1,-3%,1%,14%,i,38%,
O=C1CSC(c2ccccc2)N1CCc1ccccc1 (stereo not given),-2%,2%,-1%,i,-6%,
CN(C)C(=O)c1cc(C(=O)c2ccc(C(F)(F)F)cc2)c[nH]1,1%,12%,4%,0.9%,-8%,
Cc1ccc(S(=O)(=O)N2CCN(CC(=O)N(CC(C)C)c3c(N)n(CC(C)C)c(=O)[nH]c3=O)CC2)c(C)c1,-1%,-3%,-11%,0.6%,8%,
CCOc1ccc(/C=N/NC(=O)Cc2csc(Nc3cccc(C(F)(F)F)c3)n2)cc1,2%,4%,0%,5.2%,7%,
Cn1c(NNC(=O)C2CCCCC2)cc(=O)n(C)c1=O,2%,6%,-3%,0.1%,5%,
O=C(c1ccc([N+](=O)[O-])cc1)N1CCN(C(=O)C2CCCCC2)CC1,-7%,-4%,5%,3.1%,-17%,
COc1cc(C(=O)NCC(=O)OCc2cc(=O)oc3c(C)c(C)ccc23)cc(OC)c1OC,7%,6%,0%,2.7%,7%,
CC(=O)Nc1ccc(S(=O)(=O)NCc2csc(-c3cccnc3)n2)cc1,5%,-26%,-8%,1.9%,0%,
Cc1cccn2c(NC(=O)c3ccccc3F)c(-c3ccccc3)nc12,46%,-19%,-1%,3.0%,0%,
O=C(CN1C(=O)NC2(CCCCC2)C1=O)Nc1ccc(Cl)cc1,-3%,x,-2%,1.1%,x,
C=CCNC(=S)N/N=C/c1ccc(C)cc1C,61%,-1%,4%,1.2%,u,
CC(C)(C)c1cc(-c2csc(Nc3ccccc3)[n+]2Cc2ccc(C(=O)O)cc2)cc(C(C)(C)C)c1O,10%,3%,2%,6.8%,2%,
C[n+]1ccc(CC2C(=[N+]([O-])[O-])C=Nc3ncnn32)cc1 (stereo not given),x,x,-11%,1.4%,x,
COC(=O)C1=C(c2ccc(F)cc2OCc2ccccc2)C[C@@H]2CC[C@H]1N2C(=O)NC1CC1,4%,x,-15%,6.1%,34%,
COC(=O)C1CSc2[nH]c(=O)sc2C1c1ccc(O)c(OC)c1 (stereo not given),6%,-4%,0%,1.4%,4%,
CS(=O)(=O)N(CC(=O)NC1CCCCC1)c1cccc(F)c1,1%,3%,-11%,1.3%,3%,
Cc1noc(C)c1S(=O)(=O)N(C)C[C@H]1Oc2ccc(NC(=O)NC3CCCCC3)cc2C(=O)N([C@H](C)CO)C[C@@H]1C,0%,x,0%,0.5%,x,
N/C(=N\N=C\c1ccc(Br)o1)c1nonc1N,-6%,-23%,0%,0.9%,-3%,
OC(CN1CC=C(/C=C/c2ccc(Br)cc2)CC1)c1ccccc1 (stereo not given),10%,-10%,-1%,1.5%,49%,
OCC(O)CNC(=S)NC1CCCCC1 (stereo not given),-3%,-1%,-17%,0.5%,15%,
O=C(Nc1ccc(S(=O)(=O)NCC2CCCO2)cc1)C1CC(=O)N(c2ccccc2)C1 (stereo not given),11%,-13%,0%,1.9%,-5%,
O=C(COC(=O)CCc1ccccc1)NNC(=O)c1ccccc1,2%,x,7%,i,-3%,
CN(C(=O)CN1C(=O)c2ccc([N+](=O)[O-])cc2C1=O)C1CCCCC1,8%,x,-1%,2.2%,7%,
O=C(CN(C(=O)c1ccc(Cl)cc1Cl)N1C(=O)C2C3C=CC(C3)C2C1=O)c1ccc(F)cc1 (stereo not given),-5%,-2%,23%,i,1%,
CCOc1ccc(N2C(=O)CC(N(C)Cc3ccccc3)C2=O)cc1 (stereo not given),3%,-1%,-3%,3.6%,30%,
Cc1ccccc1N1CC(C(=O)Nc2nnc(SCCN3CCOCC3)s2)CC1=O (stereo not given),13%,5%,-3%,3.7%,12%,
COC(=O)c1c(NC(=O)CN2CCC(C(N)=O)CC2)c2c(C)cccc2n1C,-9%,8%,2%,i,-9%,
Cc1ccc(S(=O)(=O)NNC(=S)Nc2cccc(F)c2)cc1,7%,1%,-3%,2.8%,-6%,
COc1ccccc1N1CCN(C(=O)c2sc3ncn(CC(=O)N4CCC(C)CC4)c(=O)c3c2C)CC1,7%,0%,6%,1.6%,17%,
Cc1ccccc1NS(=O)(=O)c1ccc2c(c1)oc(=O)n2C,-1%,-9%,-24%,i,7%,
CSC1=N/C(=C/c2cccnc2)C(=O)N1Cc1ccccc1,-5%,6%,-9%,4.1%,6%,
Cc1ccc(C)c(N)c1,-1%,x,-16%,0.2%,-12%,
CC(=O)NC(C)(C)C1CC=C(C)/C(=N\O)C1 (stereo not given),4%,4%,-7%,1.2%,-3%,
C/C=C(/C)C(=O)O[C@@H]1c2cc3c(c(OC)c2-c2c(cc(OC)c(OC)c2OC)[C@@H](OC(C)=O)[C@@H](C)[C@H]1C)OCO3,9%,6%,9%,0.7%,19%,
Cc1cc(C)c(O)c(-c2cc(C(=O)Nc3ccc(S(=O)(=O)N4CCOCC4)cc3)[nH]n2)c1,0%,-12%,3%,u,-7%,
COc1ccc(OC)c(NC(=O)CSc2nccn2Cc2ccco2)c1,-25%,-10%,-3%,1.9%,11%,
Cc1oc(-c2ccccc2Cl)nc1CSc1nc2c(c(=O)[nH]1)CCCC2,0%,9%,-7%,i,15%,
O=C(c1nc2nc(-c3ccc(Cl)cc3)cc(C(F)(F)F)n2n1)N1CCOCC1,-8%,-7%,-1%,1.3%,1%,
CCC12CN3CCN(CC(C3)/C1=N\O)C2,3%,7%,1%,0.8%,0%,
CC(C)Oc1ccc(S(=O)(=O)N2CCCCC2)cc1NC(=O)C1CCC1,3%,4%,-3%,9.1%,-5%,
CCOc1ccc(S(=O)(=O)N2CCN(C(=O)CN3C(=O)NC(C)(C)C3=O)CC2)cc1,-1%,x,-7%,1.8%,0%,
COc1ccc(NC(=S)Nc2ccc(OCc3ccccc3)cc2)cc1OC,12%,5%,4%,2.4%,65%,
COc1ccc(-c2noc(CSc3ccc(C)cc3)n2)cc1,-5%,-6%,-2%,i,51%,
COc1ccc(-c2ccc(C#N)c(SCC(=O)NCc3ccco3)n2)cc1OC,-8%,-3%,0%,7.3%,4%,

# Some of these compounds in order of molar mass, smallest number first.
SMILES,M. tuberculosis HTS,PhoP GFP inhibition,influenza NS1A,inhibitors of VEEV,tuberculosis growth,others
Cc1cc(Cl)cc(Cl)c1OCCCCN(C)C,2%,6%,4%,1.8%,3%,
COc1ccc2c(C(=O)CN3CCC(C)CC3)c[nH]c2c1,-16%,17%,1%,0.4%,2%,
CSC1=N/C(=C/c2cccnc2)C(=O)N1Cc1ccccc1,-5%,6%,-9%,4.1%,6%,
Cc1ccccc1NS(=O)(=O)c1ccc2c(c1)oc(=O)n2C,-1%,-9%,-24%,i,7%,
CS(=O)(=O)N(CC(=O)NC1CCCCC1)c1cccc(F)c1,1%,3%,-11%,1.3%,3%,
O=C(NCc1ccco1)/C(=C\c1cccs1)NC(=O)c1ccco1,-2%,-1%,-1%,i,-30%,
CN(C(=O)CN1C(=O)c2ccc([N+](=O)[O-])cc2C1=O)C1CCCCC1,8%,x,-1%,2.2%,7%,
CC(C)Oc1ccc(S(=O)(=O)N2CCCCC2)cc1NC(=O)C1CCC1,3%,4%,-3%,9.1%,-5%,
OC(CN1CC=C(/C=C/c2ccc(Br)cc2)CC1)c1ccccc1 (stereo not given),10%,-10%,-1%,1.5%,49%,
Cc1oc(-c2ccccc2Cl)nc1CSc1nc2c(c(=O)[nH]1)CCCC2,0%,9%,-7%,i,15%,
CC12CC(c3ccccc3O1)N(C(=O)c1ccco1)C(=S)N2c1ccc(F)cc1 (stereo not given),-2%,-2%,6%,5.6%,44%,
O=C(c1nc2nc(-c3ccc(Cl)cc3)cc(C(F)(F)F)n2n1)N1CCOCC1,-8%,-7%,-1%,1.3%,1%,
O=C(NCc1ccc(C(F)(F)F)cc1)C1CC(c2ccc(C(F)(F)F)cc2)=NO1 (stereo not given),-3%,-2%,1%,0.1%,48%,
CCOc1ccc(S(=O)(=O)N2CCN(C(=O)CN3C(=O)NC(C)(C)C3=O)CC2)cc1,-1%,x,-7%,1.8%,0%,
CCCCn1c(N)c(N(CCC(C)C)C(=O)c2cccc(-n3cnnn3)c2)c(=O)[nH]c1=O,-11%,3%,-9%,7.3%,-6%,
O=C(Nc1ccc(S(=O)(=O)NCC2CCCO2)cc1)C1CC(=O)N(c2ccccc2)C1 (stereo not given),11%,-13%,0%,1.9%,-5%,
COC(=O)C1=C(c2ccc(F)cc2OCc2ccccc2)C[C@@H]2CC[C@H]1N2C(=O)NC1CC1,4%,x,-15%,6.1%,34%,
COc1ccc(C(=O)/C=C/C(=O)N(CC(=O)NC2CCCCC2)Cc2cccs2)c(O)c1,4%,8%,-4%,0.8%,54%,
Cc1noc(C)c1S(=O)(=O)N(C)C[C@H]1Oc2ccc(NC(=O)NC3CCCCC3)cc2C(=O)N([C@H](C)CO)C[C@@H]1C,0%,x,0%,0.5%,x,

# (more compounds)
SMILES,M. tuberculosis HTS,PhoP GFP inhibition,influenza NS1A,inhibitors of VEEV,tuberculosis growth,others
Cc1[nH]c2ccccc2c1C(=O)C(=O)NCCC1=CCCCC1,2%,-7%,0%,2.5%,40%,
Cc1ccccc1N1C(=O)CC(N(O)c2ccccc2)C1=O (stereo not given),-3%,3%,4%,7.5%,20%,inhibitors of VEEV 10K pilot screen=6.0
O=C(CCc1ccccc1)Nc1ccc(NC(=O)c2ccco2)cc1,-9%,11%,6%,0.7%,5%,
CCCCCCOc1ccc(OC(=O)c2cccnc2)cc1,u,0%,-6%,0.5%,u,
O=C(O)COc1ccc(NC(=O)c2ccco2)cc1,-9%,7%,-9%,i,-14%,
Nc1n[nH]c(C2CC2)c1N=Nc1ccc(Cl)cc1,19µM*,5%,x,1.4%,19%,
N#CC(=C1CCCC1)c1nc(-c2cc3ccccc3oc2=O)cs1,4%,-17%,-4%,2.5%,-14%,
COc1ccc(N=N/C(=C\O)C(=O)c2cccs2)cc1,>100µM*,-8%,20%,5.5%,9.7µM*,
COc1ccccc1C(=O)NCC(=O)N/N=C/c1cn[nH]c1-c1ccccc1,-5%,2%,-11%,4.5%,-4%,
CCC(=O)N1CCc2cc(S(=O)(=O)CCC(=O)NCc3ccccc3OC)ccc21,5%,8%,1%,1.1%,9%,
CCOc1ccc(C(=O)NC(=S)Nc2ccc(N3CCOCC3)c(Cl)c2)cc1[N+](=O)[O-],6%,3%,-11%,9.3%,60%,
COc1ccccc1/C=C(\NC(=O)c1ccccc1)C(=O)NCc1ccco1,0%,3%,-2%,0.3%,-1%,
